Screening data from PubChem BioAssay.
PAFAH1B3 inh: PAFAH1B3 enzyme inhibitors, primary screen, biochemical, fluorescence polarization, human; Platelet-activating factor acetylhydrolase IB subunit alpha1 (Homo sapiens), Q15102; recombinant PAFAH1B3, FP-rhodamine probe; inhibition, % at 3.39 µM; hit rate 0.28% among 340,000; AID 492972, 2010;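 active means inhibition above the screen-wide average of all tested compounds plus 3 SD, cut at about 25% in these data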;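 further: 0% = enzyme with DMSO only and 100% = wells lacking PAFAH1B3 protein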
PAFAH1B2 FP inh: PAFAH1B2 enzyme inhibitors, primary screen, biochemical, fluorescence polarization, human; Platelet-activating factor acetylhydrolase IB subunit alpha2 (Homo sapiens), P68402; recombinant PAFAH1B2, FP-rhodamine activity probe; inhibition, % at 3.39 µM; hit rate 1.2% among 340,000; AID 492953, 2010;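 active means inhibition above the mean of all tested compounds plus 3 SD, cut at about 24% in these data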;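 further: 0% = enzyme with DMSO and 100% = wells lacking PAFAH1B2; many of its hits are not listed in these tables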
Target sequence (P68402 whole entry, looked up): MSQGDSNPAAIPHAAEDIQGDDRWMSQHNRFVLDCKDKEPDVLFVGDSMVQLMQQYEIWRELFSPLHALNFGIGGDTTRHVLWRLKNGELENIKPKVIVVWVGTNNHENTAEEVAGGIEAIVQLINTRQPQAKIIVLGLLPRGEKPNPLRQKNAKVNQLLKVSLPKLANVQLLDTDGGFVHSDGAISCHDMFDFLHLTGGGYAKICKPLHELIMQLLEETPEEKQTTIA
PAD4 inh: human PAD4 inhibitors, primary screen, biochemical, fluorescence polarization, 1536-well format; Protein-arginine deiminase type-4 (Homo sapiens), Q9UM07; recombinant PAD4, RCA probe fluorescence polarization; inhibition, % at 6.36 µM; hit rate 0.41% among 330,000; AID 485272, 2010;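 active means percent inhibition above a cutoff equal to the mean of all tested compounds plus 3 SD, cut at about 15% in these data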;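 further: 0% = PAD4 with RCA probe and DMSO and 100% = probe without PAD4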
pPAFAH FP inh: pPAFAH enzyme inhibitors, primary screen, biochemical, fluorescence polarization, human; Platelet-activating factor acetylhydrolase (Homo sapiens), Q13093; recombinant pPAFAH, FP-rhodamine probe fluorescence polarization; inhibition, % at 3.39 µM; hit rate 1.5% among 330,000; AID 463082, 2010;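 active means inhibition above the mean inhibition across the screen plus 3 SD, cut at about 25% in these data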;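 further: inhibitors block binding of the rhodamine activity-based probe so polarization drops; 0% = enzyme with DMSO and 100% = wells lacking pPAFAH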
LYPLA1 counter: LYPLA1 inhibitors, primary screen, counter-screen for PME1 inhibitor project, biochemical, fluorescence polarization, FP-Rh probe ABPP; Acyl-protein thioesterase 1 (Homo sapiens), O75608; recombinant LYPLA1; inhibition, % at 5.9 µM; hit rate 0.16% among 320,000;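 active means inhibition above the mean of all tested compounds plus 3 SD, set per campaign, cut at about 14% in these data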;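 further: inhibitors block serine hydrolase probe labeling of LYPLA1 so polarization falls; 0% = enzyme with DMSO and 100% = wells lacking LYPLA1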
GSTO1 inh: inhibitors of recombinant GSTO1, primary screen, counter-screen for RBBP9 inhibitor project, biochemical, fluorescence polarization; Glutathione S-transferase omega-1 (Homo sapiens), P78417; activity-based probe fluorescence polarization; inhibition, % at 5.96 µM; hit rate 1.1% among 300,000; AID 1974, 2009;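 active means inhibition above the campaign mean inhibition plus 3 SD, cut at about 35% in these data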;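 further: 0% = GSTO1-1 with DMSO and 100% = wells lacking GSTO1-1 enzyme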
Target sequence (P78417 whole entry, looked up): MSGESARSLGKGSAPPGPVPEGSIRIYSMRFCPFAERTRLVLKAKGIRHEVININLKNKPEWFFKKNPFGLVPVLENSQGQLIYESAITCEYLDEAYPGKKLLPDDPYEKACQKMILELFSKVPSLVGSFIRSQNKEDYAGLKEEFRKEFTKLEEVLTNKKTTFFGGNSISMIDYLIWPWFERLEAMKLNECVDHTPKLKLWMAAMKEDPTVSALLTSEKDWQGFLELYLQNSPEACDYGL
PME-1 inh: PME-1 inhibitors via competitive probe labeling, primary screen, biochemical, fluorescence polarization, FP-Rh probe, HTS; Protein phosphatase methylesterase 1 (Homo sapiens), Q9Y570; recombinant PME-1; inhibition, % at 5.9 µM; hit rate 0.53% among 320,000;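 active means inhibition above the campaign mean of all compounds plus 3 SD, cut at about 26% in these data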;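 further: competitive labeling of PME-1 active site by serine hydrolase directed probe; 0% = PME-1 with DMSO and 100% = wells lacking PME-1 enzyme; inhibitors block probe labeling so polarization falls and inhibition rises; many of its hits are not listed in these tables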
Target sequence (Q9Y570 whole entry, looked up): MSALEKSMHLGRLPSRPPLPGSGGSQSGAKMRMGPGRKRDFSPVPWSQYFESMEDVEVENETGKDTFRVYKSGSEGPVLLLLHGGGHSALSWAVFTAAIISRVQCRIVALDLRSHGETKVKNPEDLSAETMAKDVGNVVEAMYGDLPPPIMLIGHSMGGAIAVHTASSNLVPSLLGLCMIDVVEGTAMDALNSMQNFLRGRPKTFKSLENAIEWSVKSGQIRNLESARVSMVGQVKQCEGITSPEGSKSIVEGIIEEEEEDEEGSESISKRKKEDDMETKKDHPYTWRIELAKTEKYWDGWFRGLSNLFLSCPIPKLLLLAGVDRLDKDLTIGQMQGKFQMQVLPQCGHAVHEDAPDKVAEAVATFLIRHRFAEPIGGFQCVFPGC
PAFAH2 FP inh: PAFAH2 enzyme inhibitors, primary screen, biochemical, fluorescence polarization, human; Platelet-activating factor acetylhydrolase 2, cytoplasmic (Homo sapiens), Q99487; inhibition, % at 3.39 µM; recombinant PAFAH2, FP-rhodamine activity probe; hit rate 0.99% among 340,000;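 active means inhibition above the mean over all tested compounds plus 3 SD, cut at about 30% in these data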;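 further: inhibitors block probe labeling of enzyme so polarization drops; 0% = enzyme with DMSO and 100% = wells lacking PAFAH2 protein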
Fam108B inh: mouse Fam108B serine hydrolase inhibitors, primary screen, counter-screen for RBBP9 inhibitor project, biochemical, fluorescence polarization; recombinant Fam108B, FP-Rh probe fluorescence polarization; inhibition, % at 9.51 µM; hit rate 0.33% among 300,000;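 active means inhibition above the screen mean inhibition plus 3 SD, computed separately per campaign, cut at about 18% in these data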;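 further: inhibitors lower polarization as less probe binds the enzyme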
* marks the source's active call; other numbers are inactive results; / = not tested or not shown.

Each structure is followed by: PAFAH1B3 inh, PAFAH1B2 FP inh, PAD4 inh, pPAFAH FP inh, LYPLA1 counter, GSTO1 inh, PME-1 inh, PAFAH2 FP inh, Fam108B inh
1. Cc1ccc(/C=N\NC(=O)c2cc(OCC(F)(F)F)ccc2OCC(F)(F)F)cc1
    -7, 5, -4, -1, -4, 1, 3, -4, 5
2. CSc1ccc(CNc2ccc(Cl)cc2)cc1
    8, -3, -3, 5, 0, -2, 6, 3, 2
3. Cc1cc(CNCc2c(C(=O)N(C)Cc3ccccc3)nc3ccccn23)nn1C
    -2, 11, -6, 5, 0, 3, -1, 2, -1
4. COc1ccccc1N=Nc1c(O)[nH]c2ccc(Br)cc12
    -3, -1, -6, 5, -7, -5, -5, -6, -6
5. CCN(Cc1ccccc1)Cc1ccc(OCc2ccccc2)c(OC)c1
    5, 3, -2, 0, -3, 6, -6, 5, 1
6. COc1ccc(NC(=O)Nc2nnc(-c3ccco3)s2)cc1
    1, 2, 1, 4, -4, -2, -12, -2, 1
7. COc1ccc(C(=O)Nc2nc(CC(=O)NCCc3cccc(OC)c3)cs2)cc1
    1, 4, -4, 6, -1, -1, -5, 6, -3
8. O=C(Cc1ccccc1)NCC(=O)N1CCCCC1
    10, 0, 0, 5, 3, 4, 1, 13, -1
9. O=C(O)c1nc(-c2ccccc2)n(-c2ccccc2)n1
    6, 15, -3, 4, 3, 6, 6, 6, 0
10. CC1CN(C(=O)CCS(=O)(=O)c2ccccc2)CC(C)O1 (centres undefined)
    6, 1, 1, -5, -2, 1, -2, 3, -5
11. O=P(Cc1nnco1)(c1ccccc1)c1ccccc1
    -2, 2, -2, 7, -2, 5, -11, 5, 0
12. COc1ccc(-c2nnn(CC(=O)N3CCN(c4ccc(F)cc4)CC3)n2)cc1
    7, 3, 6, 2, 2, -5, -3, -3, 4
13. c1ccc(COCCCn2cc(-c3ccccc3)nn2)cc1
    8, 4, 4, 0, 3, -2, 1, -9, 0
14. Fc1cccc(-n2c(-c3ccco3)nc3nc4ccccc4nc32)c1
    9, 1, 1, 3, -3, -2, 0, 10, -1
15. O=S(=O)(Nc1ccc(-c2ccc3nncn3n2)cc1)c1ccccc1Cl
    5, -2, 1, 4, 0, -4, 11, 8, 0
16. Cc1ccccc1C(=O)c1cccn1CC(=O)NCCN1CCN(c2cccc(C)c2C)CC1
    1, 1, -3, 7, -4, -5, -1, -6, -7
17. CC(C)[C@H](NC(=O)c1ccccc1)C(=O)OCC(=O)c1c(N)n(C)c(=O)n(C)c1=O
    7, 6, 6, 1, /, /, /, 8, /
18. On1c(-c2ccccc2)nc2ccccc21
    11, -1, -3, -7, 1, 3, -6, 1, -7
19. COc1cccc(C(=O)NCC(=O)OCC(=O)C(C)(C)C)c1
    -4, 6, 3, 9, 3, 0, 2, -1, 1
20. CCOC(=O)c1oc2cc(O)cc(O)c2c(=O)c1OCc1ccccc1
    3, 3, -3, 9, 0, 8, 0, 1, 0
21. Cc1ccc(Cl)cc1NC(=S)N(Cc1ccccc1)Cc1cccnc1
    3, 3, -4, 5, -3, 10, 5, -1, -1
22. NNC1=N[C@H]2CS(=O)(=O)C[C@H]2S1
    5, 1, -2, 1, -2, 1, 1, -9, 1
23. CC(NCC(O)COCCC12CC3CC(CC(C3)C1)C2)c1ccccc1 (centres undefined)
    -6, 10, -3, -4, 1, 1, -5, 6, 0
24. CN(C)S(=O)(=O)c1cccc(NC(=O)Cn2cc(C(F)(F)F)cc(Cl)c2=O)c1
    7, 6, -3, -7, -2, 1, 2, 1, 0
25. CC(C)COc1ccc(C(=O)OCC(=O)N(C)CC(=O)Nc2ccc(F)cc2)cc1
    4, 8, 3, -1, 0, 3, 5, -4, -1
26. CCN(CC)S(=O)(=O)c1ccc(-c2nnco2)cc1
    7, 4, 3, -5, 2, 3, 3, -1, 3
27. Cc1cc2ccccn2c1C(=O)c1ccccc1F
    2, 4, -3, 8, 2, -4, 2, 0, 0
28. O=C(O)c1ccccc1-c1nc2cc(Cl)ccc2c(=O)n1O
    4, 8, -2, 1, 3, 10, 5, -1, 0
29. CC1CCN(C(=O)COC(=O)C2CCN(S(=O)(=O)c3ccc(Cl)c(C(F)(F)F)c3)CC2)CC1
    -5, 5, 3, 9, -1, 9, 4, 0, -2
30. Cc1sc2nc(SCC(=O)N3CC(C)OC(C)C3)n(C)c(=O)c2c1C (centres undefined)
    1, -3, 4, 1, 9, 1, 4, 8, -2
31. O=C(Nc1cccc(C(=O)N2CCOCC2)c1)NC1CCCCC1
    11, 5, 0, 1, -4, -3, -1, -2, 1
32. Cc1cc(C)cc(NC(=O)CN2CCCN(S(=O)(=O)c3ccc(Br)s3)CC2)c1
    -4, 5, 0, -4, -6, -1, -2, -2, -3
33. COCCNC(=O)CN(Cc1ccc2c(c1)OCO2)C(=O)CCC(=O)Nc1nccs1
    -2, -1, 1, -2, -2, 7, -8, 3, 10
34. CC(C)/C=C/C(=O)N1CCC(N2CCC(C(=O)N3CCOCC3)CC2)CC1
    5, 3, -5, 5, 1, 14, 1, -4, 2
35. COc1ccc(C(C(N)=O)c2ncc(C(F)(F)F)cc2Cl)cc1 (centres undefined)
    6, 1, 0, 2, -1, 0, -3, -5, -3
36. Cc1cccc(/C=N/NC(=O)NC23CC4CC(CC(C4)C2)C3)n1
    /, /, -1, 6, 0, -5, 3, /, -3
37. Cc1cccc(C)c1NC(=O)CN(C)CC(=O)Nc1cc(Cl)ccc1C#N
    8, 2, 9, -1, 2, 9, 4, -1, 6
38. COc1ccc(-c2cc(C)no2)cc1S(=O)(=O)N(C)c1ccc(C)cc1
    3, 3, 1, 4, -4, -6, -3, 1, 2
39. CC(=O)Nc1ccc(S(=O)(=O)N2CCc3ccccc3C2)cc1
    8, 9, 0, -7, -3, -13, -2, -9, -2
40. CN(CC(=O)Nc1ccc(Cl)cc1)CC(=O)Nc1cccc(Br)c1
    5, 5, -2, -2, -1, 3, 2, -7, -1
41. COC(=O)[C@H](Cc1ccccc1)NC(=O)Cn1ccc(NC(=O)OCc2ccccc2)nc1=O
    7, 6, -5, 0, 0, /, -5, 0, /
42. Fc1cccc2ncnc(OCc3ccccc3)c12
    4, -5, 3, 5, 6, -1, -1, -4, -1
43. COc1ccc(/C(C)=N/N2C(C)CCCC2C)c(OC)c1 (centres undefined)
    11, 8, -4, 6, -3, -2, -1, 4, -6
44. CC(=O)Nc1ccc(S(=O)(=O)N[C@@H](C)C(=O)N2CCN(C/C=C/c3ccccc3)CC2)cc1
    11, 6, 2, 3, 1, /, 0, -1, /
45. CC(C)c1ccccc1NC(=O)c1cnccn1
    0, 6, -25, 4, 0, 14, 2, 0, 0
46. COc1cc2c(cc1NC(=O)COC(=O)C(CCSC)NC(=O)c1ccccc1Cl)oc1ccccc12 (centres undefined)
    2, 0, -3, 7, -8, 1, -13, -6, -8
47. CCOC(=O)C(NC(=O)CC)(Nc1sc(C)c(CC)c1C#N)C(F)(F)F (centres undefined)
    1, 0, 7, 2, 2, 4, 8, -1, -1
48. O=C(CCCO)N/N=C/c1ccccc1[N+](=O)[O-]
    10, 7, -1, 2, 0, 7, -5, -8, 4
49. O=C(N/N=C/c1ccc(O)cc1)NC12CC3CC(CC(C3)C1)C2
    2, 7, 3, 3, 1, -4, 1, 11, 2
50. OC(c1ccccc1)c1nccc2ccccc12 (centres undefined)
    -7, 4, 2, -9, 0, 8, -6, 3, -2
51. CCN(CC(=O)NC1CCS(=O)(=O)C1)S(=O)(=O)c1ccc(F)cc1 (centres undefined)
    17, 7, 0, 4, 1, 5, 6, 1, 0
52. COCCOC(=O)C1=C(C)NC(=O)NC1c1c(Cl)nc2ccccn2c1=O (centres undefined)
    4, 2, -3, -3, -1, -8, 0, -1, -3
53. CCOC(=O)C1=C(C)N(CC)C(=S)NC1c1ccccc1OC(F)F (centres undefined)
    -2, 2, 0, 2, 3, 4, 21, -6, -4
54. CC(=O)c1ccc(NC(=O)CN2CCN(c3ncccn3)CC2)cc1
    3, 9, -4, 1, 2, 1, 0, -9, 4
55. COc1ccc(CCNC(=O)c2ccc(N3CCCC3=O)cc2)cc1
    6, -1, -5, -1, -13, 1, -11, 5, 3
56. CN(Cc1ccccc1)Cc1c(O)ccc2ccccc12
    -5, 0, -4, 6, 2, 0, -2, 5, 3
57. CC(C)Cc1ccc(C(C)C(=O)Nc2nccs2)cc1 (centres undefined)
    6, 7, 0, 3, 0, 2, 0, 5, 0
58. C=C1CCN([C@@H](C)C(=O)NCc2cc(OC)c(OC)c(OC)c2)S(=O)(=O)c2ccccc21
    8, 0, 2, 1, 0, 1, -1, 4, 3
59. CCCCn1c(NC(=O)C2CCCCC2)nc2ccccc21
    3, -4, 1, 4, 2, 4, -2, 2, 1
60. COc1cccc(N2CCN(C3CCCC(C)C3)CC2)c1 (centres undefined)
    3, 2, 3, 4, 2, -4, 2, -5, 4
61. COc1ccc(-c2nn(-c3ccccc3)cc2C(=O)NC2CC2)cc1
    8, 5, -1, 3, 1, /, 2, -1, /
62. O=C(Nc1ccc(F)cc1)c1cccc2ccccc12
    -2, 7, -4, 0, 0, -2, -3, 2, -1
63. O=C(Nc1ccccc1Cl)c1csc(-c2cccnc2)n1
    -3, 2, 2, 7, -4, -8, 3, -2, -3

A portion of the library; rates above refer to the full screens.
